Compound activity as filed in PubChem BioAssay.
PAFAH2 inh = inhibitors of human PAFAH2 | recombinant PAFAH2, FP-rhodamine activity probe, fluorescence polarization | inhibition, % at 3.39 µM | 0.99% of 340,000 active | AID 492956;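 active = inhibition above the mean over all tested compounds plus 3 SD, cut at about 30% in these data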;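 note: inhibitors block probe labeling of enzyme so polarization drops; 0% = enzyme with DMSO and 100% = wells lacking PAFAH2 protein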
Fam108B counter = Fam108B inhibition, counter-screen for RBBP9 inhibitors. recombinant Fam108B, FP-Rh probe fluorescence polarization. inhibition, % at 9.51 µM. 0.33% of 300,000 active;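 active = inhibition above the screen mean inhibition plus 3 SD, computed separately per campaign, cut at about 18% in these data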;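 note: inhibitors lower polarization as less probe binds the enzyme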
pPAFAH inh = pPAFAH (human) enzyme inhibition | recombinant pPAFAH, FP-rhodamine probe fluorescence polarization | Q13093 | AID 463082 | inhibition, % at 3.39 µM | 1.5% of 330,000 active;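 active = inhibition above the mean inhibition across the screen plus 3 SD, cut at about 25% in these data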;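 note: inhibitors block binding of the rhodamine activity-based probe so polarization drops; 0% = enzyme with DMSO and 100% = wells lacking pPAFAH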
LYPLA1 inh = counter-screen for PME1 inhibitors: inhibitors of human LYPLA1 | O75608 | recombinant LYPLA1, FP-Rh probe fluorescence polarization | inhibition, % at 5.9 µM | 0.16% of 320,000 active | AID 2174;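 active = inhibition above the mean of all tested compounds plus 3 SD, set per campaign, cut at about 14% in these data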;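 note: inhibitors block serine hydrolase probe labeling of LYPLA1 so polarization falls; 0% = enzyme with DMSO and 100% = wells lacking LYPLA1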
Target sequence (O75608 whole entry, looked up): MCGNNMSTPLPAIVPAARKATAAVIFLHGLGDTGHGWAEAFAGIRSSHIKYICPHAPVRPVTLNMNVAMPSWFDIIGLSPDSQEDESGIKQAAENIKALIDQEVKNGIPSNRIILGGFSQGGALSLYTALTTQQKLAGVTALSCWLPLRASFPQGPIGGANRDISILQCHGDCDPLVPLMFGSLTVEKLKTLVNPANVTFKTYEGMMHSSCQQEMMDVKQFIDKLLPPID
PAFAH1B2 inh = blocks human PAF acetylhydrolase 1b catalytic subunit 2; 1.2% of 340,000 active; inhibition, % at 3.39 µM; P68402; recombinant PAFAH1B2, FP-rhodamine activity probe, fluorescence polarization; AID 492953;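 active = inhibition above the mean of all tested compounds plus 3 SD, cut at about 24% in these data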;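 note: 0% = enzyme with DMSO and 100% = wells lacking PAFAH1B2; many of its hits are not listed in these tables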
GSTO1 inh = blocks human GSTO1 in RBBP9 counter-screen | P78417 | recombinant GSTO1, activity-based probe fluorescence polarization | inhibition, % at 5.96 µM | 1.1% of 300,000 active;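 active = inhibition above the campaign mean inhibition plus 3 SD, cut at about 35% in these data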;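 note: 0% = GSTO1-1 with DMSO and 100% = wells lacking GSTO1-1 enzyme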
PME-1 primary = PME-1 (human) inhibition. Q9Y570. recombinant PME-1, FP-Rh probe fluorescence polarization. inhibition, % at 5.9 µM. 0.53% of 320,000 active. AID 2130;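 active = inhibition above the campaign mean of all compounds plus 3 SD, cut at about 26% in these data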;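 note: competitive labeling of PME-1 active site by serine hydrolase directed probe; 0% = PME-1 with DMSO and 100% = wells lacking PME-1 enzyme; inhibitors block probe labeling so polarization falls and inhibition rises; many of its hits are not listed in these tables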
Target sequence (Q9Y570 whole entry, looked up): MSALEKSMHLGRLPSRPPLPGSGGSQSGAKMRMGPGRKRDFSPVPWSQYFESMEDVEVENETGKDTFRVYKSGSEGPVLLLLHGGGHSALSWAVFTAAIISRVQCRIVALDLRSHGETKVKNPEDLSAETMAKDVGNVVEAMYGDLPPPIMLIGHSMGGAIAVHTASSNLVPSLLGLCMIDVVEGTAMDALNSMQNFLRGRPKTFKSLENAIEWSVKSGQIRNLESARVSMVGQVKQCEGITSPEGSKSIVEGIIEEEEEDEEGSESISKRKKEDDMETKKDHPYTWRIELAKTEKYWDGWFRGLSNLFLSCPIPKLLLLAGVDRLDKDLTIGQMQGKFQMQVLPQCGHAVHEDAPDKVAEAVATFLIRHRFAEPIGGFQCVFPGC
PAFAH1B3 FP inh = inhibitors of human PAFAH1B3; Q15102; recombinant PAFAH1B3, FP-rhodamine probe, fluorescence polarization; inhibition, % at 3.39 µM; 0.28% of 340,000 active; AID 492972;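 active = inhibition above the screen-wide average of all tested compounds plus 3 SD, cut at about 25% in these data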;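 note: 0% = enzyme with DMSO only and 100% = wells lacking PAFAH1B3 protein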
Target sequence (Q15102 whole entry, looked up): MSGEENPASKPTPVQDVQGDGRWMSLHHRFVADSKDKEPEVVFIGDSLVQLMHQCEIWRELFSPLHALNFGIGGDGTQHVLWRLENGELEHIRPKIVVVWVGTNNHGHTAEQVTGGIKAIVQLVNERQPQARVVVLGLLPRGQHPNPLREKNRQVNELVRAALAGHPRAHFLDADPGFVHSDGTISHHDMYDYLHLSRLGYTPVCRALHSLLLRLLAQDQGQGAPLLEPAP
PAD4 FP inh = inhibitors of human PAD4; recombinant PAD4, RCA probe fluorescence polarization; inhibition, % at 6.36 µM; 0.41% of 330,000 active; AID 485272;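 active = percent inhibition above a cutoff equal to the mean of all tested compounds plus 3 SD, cut at about 15% in these data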;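 note: 0% = PAD4 with RCA probe and DMSO and 100% = probe without PAD4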
The depositor's hits bear a star; nt = not tested or not shown. Only part of the results is shown, so the mix of outcomes need not match the whole.

SMILES	PAFAH2 inh	Fam108B counter	pPAFAH inh	LYPLA1 inh	PAFAH1B2 inh	GSTO1 inh	PME-1 primary	PAFAH1B3 FP inh	PAD4 FP inh
CCOC(=O)NC1(C(F)(F)F)C(=O)NC(C)=C1C#N (centres undefined)	-0.4	-1.4	0.3	-0.9	-4.4	5.1	0.7	3.1	-5.9
CCOC(=O)COc1ccc2c(c1)C(=O)CC1(CCN(C(C)=O)CC1)O2	-1.9	6.7	1.2	0.3	-1.4	6.5	0.7	1.1	5.0
CC(C)c1ccc(-c2nc(N3CCCC3)nc3n[nH]c(N)c23)cc1	3.4	0.3	8.1	-0.9	2.1	-4.5	9.2	-1.0	-0.5
CCOC(=O)N1CCN(C(=O)c2c(N)no[n+]2[O-])CC1	-6.9	3.0	-4.2	-1.8	0.0	0.8	0.1	4.5	-3.0
CC(C)(C)c1ccc(OCC(=O)NCC(c2cccs2)N2CCOCC2)cc1 (centres undefined)	7.7	-2.7	-3.7	0.0	7.0	4.9	-5.7	1.0	-1.8
O=c1c(-c2nc3ccccc3s2)cccn1Cc1ccccc1	-14.1	-0.9	1.7	-2.1	1.6	3.4	-7.5	3.7	5.2
COc1ccc(CNc2ncnc3c2[nH]c2cc(OC)c(OC)cc23)cc1	12.4	14.4	35.6*	-12.7	10.8	-4.6	2.6	19.4	2.0
CC1=C(C(=O)N2CCCC(CCC(=O)NCc3ccc(F)c(F)c3)C2)OCCO1 (centres undefined)	-1.0	1.2	-0.2	-1.7	-1.6	8.1	0.2	5.0	-2.7
CCCn1c(SCC(=O)NC2CCCC2)nc2c1c(=O)n(C)c(=O)n2C	-1.2	1.1	2.6	-0.2	-0.2	-0.7	4.3	0.0	2.7
CC(O)[C@H]1CNC(=O)C(=O)N1CC1(c2ccccc2)CC1 (some centres undefined)	-0.8	-1.2	6.9	-1.3	3.6	-2.4	8.5	-0.7	0.8
O=C(CCN1CCN(S(=O)(=O)c2ccc(Cl)cc2)CC1)Nc1ccc(F)cc1	-5.0	-2.5	-0.6	-2.6	25.5*	-3.8	-2.2	8.7	-0.6
CCCCC(=O)NC(=S)Nc1nnn(CCC)n1	-2.1	0.6	-4.0	-3.5	7.1	4.2	5.5	6.5	4.5
O=C(c1cccc(F)c1)N1CCN(c2ccc([N+](=O)[O-])c(N3CCCCC3)c2)CC1	4.3	2.0	4.0	2.5	0.5	2.5	-0.7	4.1	-4.3
COc1ccc(CCNC(=O)CSc2nc(C)nc3c2oc2ccccc23)cc1OC	-3.6	-1.1	0.8	1.1	3.0	-2.0	4.2	6.6	2.2
Cc1c(OCC(=O)N[C@@H](Cc2ccccc2)C(=O)O)ccc2c1oc(=O)c1ccccc12	8.2	-11.5	-3.3	-3.5	-0.3	-12.4	-1.1	6.2	-2.6
CN(C)c1ccc(C(CN)c2c[nH]c3ccccc23)cc1 (centres undefined)	-1.8	6.4	6.5	2.5	6.0	13.2	2.9	5.8	0.1
COc1ccc(S(=O)(=O)Nc2ccccc2C(=O)NN2CCOCC2)cc1OC	5.7	nt	5.4	nt	0.5	nt	nt	-2.0	-2.5
O=C(O)Cn1c(CC(=O)N2CCCC2)nc2ccccc21	3.2	2.1	0.3	2.3	4.0	0.3	3.2	12.9	-0.2
C=C1CCN([C@@H](C)C(=O)NCc2ccc(OC)cc2)S(=O)(=O)c2ccccc21	-6.0	-3.9	4.3	-2.8	2.3	1.3	1.9	12.2	0.8
Cc1ncoc1C(=O)Nc1ccccc1-c1ccccc1	-2.6	3.8	4.7	3.5	2.7	1.5	1.0	6.8	-0.6
Cc1[nH]nc2c1C(c1cccs1)C(C#N)=C(N)O2 (centres undefined)	3.5	2.8	-0.3	1.8	7.9	9.5	0.9	4.7	-3.7
CC(C)NS(=O)(=O)c1ccc(NCCCn2ccnc2)c([N+](=O)[O-])c1	21.1	-3.4	9.8	1.2	-1.6	-0.9	8.5	-0.2	-0.9
CCOC(=O)c1c(C)nc2sc3c(=O)n(-c4ccc(C(C)=O)cc4)nnc3c2c1-c1ccc(Cl)cc1	-6.5	10.8	0.8	0.8	3.1	0.8	-2.0	5.0	-0.5
CCCN(CCC)CCCNC(=O)c1cn(CC)c2ccc(S(=O)(=O)N3CCOCC3)cc2c1=O	-3.2	0.4	-1.1	0.5	6.5	-0.7	9.0	8.5	-1.6
COc1cc(C(=O)NCc2ccc(OCCN(C)C)cc2)cc(OC)c1OC	2.4	0.4	1.5	0.8	0.4	4.9	-0.5	3.4	2.0
C/C(=N\NC(=O)CO/N=C(\C)c1cccs1)c1ccc(N)cc1	3.8	2.7	0.9	0.9	2.4	3.0	-0.9	9.4	-3.8
Cc1ccc(C(=O)OCC(=O)N(C)C2CCS(=O)(=O)C2)cc1S(=O)(=O)N1CCCCC1 (centres undefined)	5.0	0.2	6.3	0.7	2.5	7.1	0.6	9.6	3.6
Cn1c(SC(C(=O)Nc2ccc(F)cc2)c2ccccc2)nc2ccccc21 (centres undefined)	-14.1	-11.7	-3.0	-13.2	-3.9	-5.5	-14.1	3.6	0.5
O=C(N/N=C/C=C\c1ccco1)c1ccccn1	19.3	0.0	6.6	-1.4	6.7	10.9	-1.5	8.1	1.6
Cc1n(N)c2ccccc2[n+]1CC(=O)c1ccccc1	2.4	3.7	-0.9	-4.4	0.3	5.8	0.8	9.3	3.6
O=C(Nc1ccc(NC(=O)C2CCCCC2)nc1)c1ccccn1	-0.9	1.7	-1.5	-4.4	5.5	1.4	-0.9	-4.4	-1.0
CC(=O)C(Cc1cccc(F)c1)(Cc1cccc(F)c1)C(C)=O	7.8	1.3	5.8	-0.3	4.9	2.0	2.5	3.5	-1.3
CCOC(=O)c1c(NC(=O)COC(=O)CNC(=O)c2ccco2)sc(C(C)=O)c1C	-6.5	-5.2	3.9	-6.1	-1.8	-0.9	-3.6	-4.9	-3.2
COc1ccc(CCn2c(=N)c(C(=O)NCCN3CCOCC3)cc3c(=O)n4ccccc4nc32)cc1OC	9.1	-0.5	4.6	0.8	2.2	3.3	-0.2	4.5	0.2
COc1ccc2nc(SCC(=O)NC3CCCc4ccccc43)[nH]c2c1 (centres undefined)	-0.1	-2.2	1.9	-2.2	3.1	-3.4	9.9	4.1	4.1
COc1ccc(NC(=O)C(=O)NNC(=O)C(C)Oc2ccc(Cl)cc2Cl)cc1 (centres undefined)	1.9	5.4	0.1	-2.9	8.8	-0.6	0.9	3.0	-2.7
Cc1ccc(C)c(N2CCN(C3CCCCC3NS(=O)(=O)c3ccccc3)CC2)c1 (centres undefined)	-1.3	1.0	3.0	6.2	-2.7	4.7	1.6	8.9	0.0
CC1CCCCN1CC(=O)Nc1ccc(Oc2ccccc2)cc1 (centres undefined)	4.4	-4.2	7.1	1.1	-0.9	3.3	1.6	9.9	1.5
CCn1cc(C(=O)NCC(=O)NCCCN2CCOCC2)c(=O)c2cc3c(cc21)OCO3	-1.4	-0.6	-0.2	1.0	2.9	7.5	-3.1	0.7	0.8
COC(=O)C1=C(C)NC(=O)/C1=C\c1cc(C)n(-c2ccccc2)c1C	9.7	-0.1	1.6	-0.4	7.8	3.1	-3.1	8.0	-1.4
O=C(CNC(=O)C1CC1)Nc1ccc(F)c(F)c1F	7.4	nt	0.6	nt	7.6	nt	nt	12.0	3.5
COc1cccc(CN2C(=O)CCC2(C)C(=O)NC2CCCC2)c1 (centres undefined)	-3.6	3.1	1.7	-4.6	2.6	7.0	1.3	-8.7	0.5
O=C(O)CCCC(=O)Nc1cccc2cccnc12	-1.2	2.6	0.5	-3.4	-2.7	-1.1	3.2	-0.2	-2.3
Cc1cc(N2C(=O)C(O)=C(C(=O)c3ccco3)C2c2ccc(O)cc2)no1 (centres undefined)	-0.3	-8.7	-5.0	1.4	2.9	-0.7	-9.1	2.3	-1.2
Cc1ccc(NC(=O)c2nc[nH]c2C(=O)N[C@H](C)c2ccccc2)cc1	3.9	nt	-2.6	-20.5	-3.2	nt	-20.0	-4.8	-1.8
Cc1cc(N2CCOCC2)nc(SCc2ccc(Cl)cc2Cl)n1	3.1	1.5	2.6	-5.8	3.8	-10.7	-1.6	4.2	-6.4
Cc1ccc(-c2nc3ccccc3nc2Cl)cc1	5.8	0.3	-3.8	0.6	-0.8	4.1	1.8	1.9	-2.7
Cc1cccc(C)c1-n1nnnc1SCSc1nnnn1-c1c(C)cccc1C	10.9	-4.8	4.4	0.0	7.4	2.0	0.3	9.3	-6.0
CC(C)CC(=O)NC(=S)Nc1ccc(N2CCOCC2)c(Cl)c1	4.6	-2.2	3.2	-2.8	4.6	-0.8	-0.7	-2.7	2.1
COc1cccc(NC(=O)N2CCCC2C(=O)NC2CC2)c1 (centres undefined)	-7.3	8.7	4.7	-0.8	3.4	-1.6	3.4	1.7	-5.0
Later entries
SMILES	PAFAH2 inh	Fam108B counter	pPAFAH inh	LYPLA1 inh	PAFAH1B2 inh	GSTO1 inh	PME-1 primary	PAFAH1B3 FP inh	PAD4 FP inh
COc1ccccc1CCNC(=O)C(C)n1nc(C)c2c(C)n(-c3ccccc3)nc2c1=O (centres undefined)	-0.7	0.6	8.3	4.0	4.2	5.3	0.8	2.5	3.1
O=C(NCc1ccccc1F)C1CCN(C(=O)c2sccc2-n2cccc2)CC1	0.6	0.6	3.3	-0.6	6.8	-5.8	-7.9	-2.2	1.4
O=C(Nc1ccccc1)N1CC=C(c2ccccc2)CC1	nt	0.5	6.7	-2.9	nt	5.6	0.8	nt	-3.8
CCc1ccccc1NC(=O)CSc1nnc([C@@H](N)Cc2ccccc2)o1	5.2	-4.5	19.3	-0.6	4.1	6.5	0.9	5.8	3.0
COc1ccc(/C(O)=C/C(=O)C(=O)NNC(=O)c2ccccc2)cc1	-1.2	-1.0	3.0	-3.0	3.9	6.5	-2.8	10.9	8.2
O=C(Cn1nnc2ccccc2c1=O)NC1CCCCC1	-5.0	3.0	-4.7	-1.7	0.6	7.0	-7.5	-0.6	-4.7
CCn1c2ccccc2c2cc(/C=N/NC(=O)c3cccc(C)c3)ccc21	-4.0	-8.6	-4.7	-5.7	-1.5	-2.1	-2.4	-10.7	-3.9
N#C/C(=C/c1ccc(-c2ccccc2)o1)c1nc(-c2cccs2)cs1	0.0	0.4	1.9	-6.1	-10.6	-6.6	-2.9	1.6	-1.5
COc1ccc(CNC(=O)COc2cc(=O)n(C)c3ccccc23)cc1	3.9	-0.3	4.0	-2.9	2.6	3.2	-1.1	3.7	-4.1
CN(C)S(=O)(=O)c1cccc(C(=O)OCC(=O)Nc2ccc3c(c2)OCCO3)c1	41.2*	nt	11.2	0.4	1.8	nt	4.7	-2.1	-0.1
CCOC(=O)C1=C(CC)Nc2ccccc2N=C1NC(=O)Nc1ccc(Cl)c(Cl)c1	-97.4	-55.1	-60.1	-40.8	-35.9	-25.5	-142.9	-58.1	-5.5

Filtered by structure: the compounds so far with a nitro group on carbon.
SMILES	PAFAH2 inh	Fam108B counter	pPAFAH inh	LYPLA1 inh	PAFAH1B2 inh	GSTO1 inh	PME-1 primary	PAFAH1B3 FP inh	PAD4 FP inh
O=C(c1cccc(F)c1)N1CCN(c2ccc([N+](=O)[O-])c(N3CCCCC3)c2)CC1	4.3	2.0	4.0	2.5	0.5	2.5	-0.7	4.1	-4.3
CC(C)NS(=O)(=O)c1ccc(NCCCn2ccnc2)c([N+](=O)[O-])c1	21.1	-3.4	9.8	1.2	-1.6	-0.9	8.5	-0.2	-0.9
